Screens (PubChem BioAssay)
ERb coact inh: blocks coactivator binding to human estrogen receptor beta. 86,000 compounds, 1.3% hits. TR-FRET ER-beta LBD / SRC1-Cy5 peptide binding; receptor agonist-loaded with 1 µM estradiol. inhibition, % at 25.6 µM;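 active means compounds whose percent inhibition of the receptor-coactivator binding signal exceeds about 50% in the single-dose screen, limit read from the data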;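 further: 0% = receptor plus peptide wells without compound and 100% = peptide-only wells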
Target sequence (Q92731 whole entry, looked up, the tested form may be a part): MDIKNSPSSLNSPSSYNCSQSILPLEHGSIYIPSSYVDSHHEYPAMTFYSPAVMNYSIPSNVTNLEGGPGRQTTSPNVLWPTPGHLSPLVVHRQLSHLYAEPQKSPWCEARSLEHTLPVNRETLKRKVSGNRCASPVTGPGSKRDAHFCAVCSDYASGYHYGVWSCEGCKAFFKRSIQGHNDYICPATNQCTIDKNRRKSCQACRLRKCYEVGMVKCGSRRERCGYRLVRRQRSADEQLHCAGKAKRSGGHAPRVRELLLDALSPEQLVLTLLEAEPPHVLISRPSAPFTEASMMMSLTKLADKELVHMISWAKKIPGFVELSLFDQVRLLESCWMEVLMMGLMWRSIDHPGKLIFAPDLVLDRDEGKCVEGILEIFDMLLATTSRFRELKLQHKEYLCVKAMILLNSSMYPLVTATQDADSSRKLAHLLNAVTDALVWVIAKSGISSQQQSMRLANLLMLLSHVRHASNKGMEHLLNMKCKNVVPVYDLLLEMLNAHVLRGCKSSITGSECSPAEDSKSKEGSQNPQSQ
MT1-MMP txn act: MT1-MMP promoter transcription activation. 86,000 compounds, 0.16% hits. activation factor at 10 µM. HT1080 MT1-MMP promoter luciferase reporter, luminescence, overnight; stronger effect = higher value. AID 750;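 active means activation factor of at least 2 for MT1-MMP transcription at 10 µM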
ERa SRC1 pot: ER-alpha (human) coactivator binding potentiation; TR-FRET ERalpha-LBD/SRC-Cy5 coactivator binding, 2 h; 100 = basal binding, no effect; P03372; coactivator binding (% of control), % at 25.6 µM; AID 639; 86,000 compounds, 1.3% hits; in the data active means activity above about 200%;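 further: binding measured in presence of low estradiol as agonist stimulus; 0% = peptide alone without receptor and 100% = receptor with peptide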
Target sequence (P03372 whole entry, looked up, the tested form may be a part): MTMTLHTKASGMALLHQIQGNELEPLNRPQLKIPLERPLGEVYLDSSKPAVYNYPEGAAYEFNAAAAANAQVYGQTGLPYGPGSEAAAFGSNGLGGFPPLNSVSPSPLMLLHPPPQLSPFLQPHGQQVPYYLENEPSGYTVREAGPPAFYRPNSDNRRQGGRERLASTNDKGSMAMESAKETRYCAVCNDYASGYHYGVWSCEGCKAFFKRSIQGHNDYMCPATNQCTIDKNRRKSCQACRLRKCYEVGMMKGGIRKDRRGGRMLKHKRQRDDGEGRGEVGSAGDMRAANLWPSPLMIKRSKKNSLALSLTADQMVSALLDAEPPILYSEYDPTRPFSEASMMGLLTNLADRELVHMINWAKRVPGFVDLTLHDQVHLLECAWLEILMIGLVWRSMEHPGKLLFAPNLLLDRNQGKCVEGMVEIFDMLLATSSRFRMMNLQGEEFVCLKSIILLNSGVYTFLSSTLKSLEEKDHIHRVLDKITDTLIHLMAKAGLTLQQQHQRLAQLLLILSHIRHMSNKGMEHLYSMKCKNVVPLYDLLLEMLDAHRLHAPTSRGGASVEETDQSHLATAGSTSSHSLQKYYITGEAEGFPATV
ERa coact inh: ER-alpha (human) coactivator binding inhibition | P03372 | 86,000 compounds, 1.7% hits | TR-FRET ER-alpha LBD / SRC-1 peptide, estradiol-bound | inhibition, % at 25.6 µM; in the data active means inhibition above about 50%;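 further: 0% = receptor plus peptide control and 100% = peptide only without receptor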
FAK blocker: inhibitors of human focal adhesion kinase. AID 727. inhibition, %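 (tested at 7 µM)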. Q05397. 97,000 compounds, 0.84% hits. biochemical FAK kinase activity assay; in the data active means inhibition above about 19%;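 further: 0% = DMSO and 100% = reference compound high control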
Ecoli WT expand: blocks growth of wild type E. coli BW25113. OD600 absorbance. growth inhibition, % at 100 µM. 98,000 compounds, 0.15% hits. AID 710;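 active means growth inhibition above about 50% at one test dose, limit read from the data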;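 further: growth measured after 20 h incubation at 37 °C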
Mac1 fbg inh: blocks human CD11b/CD18 adhesion to fibrinogen. AID 1497. K562 CD11b/CD18 adhesion to fibrinogen, ATPlite luminescence; Mn2+ added to activate the integrin. P05107+P11215. 93,000 compounds, 0.54% hits. inhibition, % at 10 µM;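 active means primary inhibition of 50% or more at 10 µM, then 40% or more on retest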; further: some results filed as inactive read as strong as hits
PLAP activator: activates human placental alkaline phosphatase; 96,000 compounds, 1.2% hits; activation fold at 20 µM; purified PLAP enzyme, luminescent substrate read-out; stronger effect = higher value; in the data active means activation fold above about 2
CD11b adhes enh: increases human CD11b/CD18 adhesion to fibrinogen; AID 1499; K562 CD11b/CD18 adhesion to fibrinogen, ATPlite luminescence; P05107+P11215; 93,000 compounds, 0.07% hits; activation, % at 10 µM;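 active means 10 µM primary screen giving 50% or more activity, confirmed by 40% or more on retest at that dose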; further: strong numbers were not always called active; reference of the scale not given here
Starred values were filed as active, the others as inactive; . = no result given; [ ] = dose if it differs, or a comment. Outcome played no part in choosing rows; any-hit rate near 5.1%.

SMILES	ERb coact inh	MT1-MMP txn act	ERa SRC1 pot	ERa coact inh	FAK blocker	Ecoli WT expand	Mac1 fbg inh	PLAP activator	CD11b adhes enh
O=c1cc2c(nn1Cc1ccccc1Cl)-c1ccccc1CC2	21	1.3	66[fluorescence artefact?]	-6	-2	-13	7	1.6	-1
COC(=O)CCC(=O)Nc1ccc(NC(C)=O)cc1	2	0.9	103	-2	2	2	-25	1	0
CC(=O)c1c(N2CCN(C(=O)c3ccco3)CC2)nc(=S)n(-c2ccccc2)c1C	-23	1	115	-21	3	1	-14	0.9	8
C=CCOC(=O)C1=C(C)N=C2SCCC(=O)N2C1c1cccs1 (stereo unspecified)	5	1	104	-1	9	-6	-5	1	0
Cc1ccc(NC(=O)NCCN2C(=O)C3C4C=CC(C4)C3C2=O)cc1 (stereo unspecified)	20	1.4	109	12	2	-6	10	0.9	0
Cc1nn(C)c(C)c1S(=O)(=O)N(CC(=O)NC1CCCCCC1)c1ccc(C(C)C)cc1	2	.	112	-5	-1	1	2	0.8	3
CCCC(=O)Nc1cccc2c1CCCC2	-11	1.1	127	-6	4	2	-12	0.9	2
COc1ccc(NC(=O)Cn2c(=O)sc3ccccc32)cc1	-7	.	107	-1	4	3	16	1	1
COc1ccc(OCCSc2nnnn2C2CCCCC2)cc1	4	1.2	123	-2	2	1	-9	0.8	-4
CC1CCN(S(=O)(=O)c2ccc3[nH]cc(C(=O)NCCN4CCOCC4)c(=O)c3c2)CC1	1	1.1	113	7	-1	-4	8	1.1	2
CCN1CCN(C(=O)Nc2ccccc2OC)CC1	2	1.2	96	6	-2	.	.	.	.
O=c1cc(CN2CCN(CCO)CC2)c2cc3c(cc2o1)CCC3	-11[fluorescence artefact?]	1.1	163[fluorescence artefact?]	2[fluorescence artefact?]	-5	2	-7	1	-2
CCC(c1nnnn1C1CCCC1)N1CCN(c2ccccc2)CC1 (stereo unspecified)	3	1.2	116	-2	-4	-12	1	0.9	2
N#Cc1c(SCc2cccc(Cl)c2)sc(C(=O)c2ccccc2)c1N	11	1.2	73	-3	2	-24	-33	0.7	6
Cc1ccc(NC(=O)Cc2nnc(SCC(=O)c3ccc(Br)cc3)n2C)cc1Cl	20[fluorescence artefact?]	1.3	104[fluorescence artefact?]	48[fluorescence artefact?]	-1	0	-13	0.8	-2
COc1cccc(-c2cc(C(F)(F)F)n3ncc(C(=O)O)c3n2)c1	2	1	98	-4	10	0	-6	1	12
CCCOC(=O)NC(CC)COC(=O)Nc1cccc(C)c1C (stereo unspecified)	.	1	.	.	2	2	-18	1	-3
Cc1oc2ccc(OCC(N)=O)cc2c1C(=O)OC(C)C	.	1.1	.	.	1	14	-27	1.4	1
Fc1ccc(-c2csc(N3CCC(c4ccccc4)C3)n2)cc1 (stereo unspecified)	.	.	.	.	3	-3	10	1.2	-11
Cn1cnnc1SCc1ccc(F)c2ccccc12	-1	1	129	-4	-5	8	-17	0.9	-1
N#CCCN1CCN(S(=O)(=O)c2ccc(S(=O)(=O)N3CCCCCC3)cc2)CC1	-6[fluorescence artefact?]	1.1	120	0	.	-8	-15	1	1
COC(=O)NC(NC(=S)Nc1ccc([N+](=O)[O-])cc1)C(Cl)(Cl)Cl (stereo unspecified)	-3	1.3	77	7	8	.	.	.	.
COc1ccc(C(=O)CN(C(=O)c2ccc(Cl)cc2)N2C(=O)c3ccccc3C2=O)cc1	.	.	.	.	1	-4	1	1	0
Cc1cc(NC(=O)COC(=O)CSc2nc3cc(Cl)ccc3n2Cc2ccccc2)no1	7	1.2	115	9	-2	-12	-14	1.1	-1
Cc1csc(NC(=O)CCSCCc2ccccn2)n1	-3	.	112	2	2	5	-14	0.8	-2

Entries of single compounds, quoted from the list.
Profile of COC(=O)CCC(=O)Nc1ccc(NC(C)=O)cc1 = ERb coact inh = 2; MT1-MMP txn act = 0.9; ERa SRC1 pot = 103; ERa coact inh = -2; FAK blocker = 2; Ecoli WT expand = 2; Mac1 fbg inh = -25; PLAP activator = 1; CD11b adhes enh = 0
Profile of Cn1cnnc1SCc1ccc(F)c2ccccc12 = ERb coact inh = -1; MT1-MMP txn act = 1; ERa SRC1 pot = 129; ERa coact inh = -4; FAK blocker = -5; Ecoli WT expand = 8; Mac1 fbg inh = -17; PLAP activator = 0.9; CD11b adhes enh = -1

Some of these compounds in order of SMILES length, descending.
SMILES	ERb coact inh	MT1-MMP txn act	ERa SRC1 pot	ERa coact inh	FAK blocker	Ecoli WT expand	Mac1 fbg inh	PLAP activator	CD11b adhes enh
COc1cccc(-c2cc(C(F)(F)F)n3ncc(C(=O)O)c3n2)c1	2	1	98	-4	10	0	-6	1	12
Cc1csc(NC(=O)CCSCCc2ccccn2)n1	-3	.	112	2	2	5	-14	0.8	-2
CCN1CCN(C(=O)Nc2ccccc2OC)CC1	2	1.2	96	6	-2	.	.	.	.

Next structures follow:
SMILES	ERb coact inh	MT1-MMP txn act	ERa SRC1 pot	ERa coact inh	FAK blocker	Ecoli WT expand	Mac1 fbg inh	PLAP activator	CD11b adhes enh
CCN(CC)CCNC(=O)Cn1c(C)cc2ccccc2c1=O	-7	1.1	115	-4	-1	2	4	0.9	-4
COC(=O)\C(C(C)=O)=C(/C=C/C=C/N(C)C)N(C)C	16	1.1	77	13	0	-3	-2	1	-2
COc1ccc(CCNC(=O)C2CCN(S(=O)(=O)c3cccc4nonc34)CC2)cc1OC	8	.	112	1	-1	-11	-29	1.1	-6
COc1ccc(NC(=O)c2ccc(=O)oc2)cc1	5	1.2	105	-4[fluorescence artefact?]	0	-4	-9	0.9	-4
COc1ccc(N=C2C(=Nc3ccc(OC)cc3)N(c3ccc(OC)cc3)C(=S)N2c2ccccc2)cc1	.	.	.	.	-1	-27	2	1.1	-2
CSCCC(NC(=O)c1occc1C)C(=O)O (stereo unspecified)	-11	1.2	142	-11	0	-21	-3	0.9	5
CCc1cccc(OCCCN2C(=O)NC(C)(C)C2=O)c1	-1	1.1	108	-6	-2	1	-21	1.4	-2
CCOC(=O)N=S(=O)(Oc1ccc([N+](=O)[O-])cc1)c1ccc(Cl)cc1 (stereo unspecified)	-11	1.2	97	-1	1	.	.	.	.
Cc1noc(C)c1CSCC(=O)OCC(=O)Nc1sccc1C#N	54*	1.1	54[fluorescence artefact?]	55*[fluorescence artefact?]	4	4	-2	1	-2
O=C(O)CC1SC(=O)N(Cc2ccccc2)C1=O (stereo unspecified)	-3	1.3	105	0	-2	-14	3	1.1	2
Cn1c(=O)c2c(nc(CN3CCC(C(N)=O)CC3)n2Cc2c(Cl)cccc2Cl)n(C)c1=O	-1[fluorescence artefact?]	1.2	97	6[fluorescence artefact?]	0	3	-18	1.7	2
COc1cccc(N2C(=O)CC(N3CCC(c4nc5ccccc5[nH]4)CC3)C2=O)c1 (stereo unspecified)	12	0.9	96	2	1	9	39	1.3	0
Cc1cc2ncn(C3CC(=O)N(C)C3=O)c2cc1C (stereo unspecified)	-3[fluorescence artefact?]	1	101	6[fluorescence artefact?]	4	-1	17	1	12
Cn1c(CCNC(=O)c2ccccc2F)nnc1SCc1nc2ccccc2c(=O)[nH]1	4	1	98[fluorescence artefact?]	-1	1	1	-14	1.3	-2
CCOC(=O)C1CCCC(NS(=O)(=O)c2ccc(NC(C)=O)cc2)C1 (stereo unspecified)	11	1.3	125[fluorescence artefact?]	4	0	6	2	0.9	0
O=C(NC1CCCC1)C1CCCN1C(=O)Nc1ccccc1 (stereo unspecified)	-11	1.1	113	1	-2	5	0	0.8	3
O=C1c2ccccc2CCC1C(O)c1ccccn1 (stereo unspecified)	-32	1.3	106	-44	-4	8	-9	1	-4
CC(=O)Nc1ccc(S(=O)(=O)NC2=NCN(CCOC(=O)c3ccccc3)CN2)cc1	2	1.1	117	3	3	1	-11	1.1	1
N=c1nc(N)nc2n1NC(c1ccc(F)cc1)=CS2	-5	1	116[fluorescence artefact?]	5	11	7	-3	1	2
O=C(Nc1ccc(Cl)c(Cl)c1)OCc1cnc(Cl)s1	-4	1.2	146	0	4	0	-13	1	1
CCOC(=O)c1c(C)[nH]c(C(=O)C(C)OC(=O)c2oc3ccccc3c2COC)c1C (stereo unspecified)	-3	.	132	1	-2	1	12	1.1	-2
O=C(COC(=O)c1ccccc1S(=O)(=O)N1CCCCC1)NCC(F)(F)F	-2	1.3	129	0	1	-6	-1	1.3	-4
Cc1ccc(-c2ccc(=O)n(CC(=O)Nc3cccc(C(=O)N4CCN(C)CC4)c3)n2)cc1	-7	1	118	-2	1	-8	-4	1.3	0
COC(=O)Nc1ccc(Oc2ccccc2)cc1	-3	1.1	105	-2	-2	18	-16	0.9	0
COc1ccccc1N(CC(=O)NC1CCCC1)C(=O)CCC(=O)Nc1cc(C)on1	-3	0.9	103	-5	3	7	-45	1.4	-2

Compounds shown so far that contain a cyano group:
SMILES	ERb coact inh	MT1-MMP txn act	ERa SRC1 pot	ERa coact inh	FAK blocker	Ecoli WT expand	Mac1 fbg inh	PLAP activator	CD11b adhes enh
N#Cc1c(SCc2cccc(Cl)c2)sc(C(=O)c2ccccc2)c1N	11	1.2	73	-3	2	-24	-33	0.7	6
N#CCCN1CCN(S(=O)(=O)c2ccc(S(=O)(=O)N3CCCCCC3)cc2)CC1	-6[fluorescence artefact?]	1.1	120	0	.	-8	-15	1	1
Cc1noc(C)c1CSCC(=O)OCC(=O)Nc1sccc1C#N	54*	1.1	54[fluorescence artefact?]	55*[fluorescence artefact?]	4	4	-2	1	-2

(next part)
SMILES	ERb coact inh	MT1-MMP txn act	ERa SRC1 pot	ERa coact inh	FAK blocker	Ecoli WT expand	Mac1 fbg inh	PLAP activator	CD11b adhes enh
CCOC(=O)c1c(-c2cccs2)csc1NC(=O)CN(CC)CC	-9	1.1	97	-1	12	8	.	1.2	.
O=C(COc1ccccc1Cl)NC(=O)NC1CCCC1	-2	1.4	89	1	0	10	-3	0.7	4
Nc1ccccc1-c1nnc(SCc2ccccc2Cl)[nH]c1=O	-3[fluorescence artefact?]	1.2	102	4	-4	-3	0	1.4	-3
O=C(CCC1CCCCC1)Nc1c2c(nn1-c1ccc(F)cc1)CS(=O)C2 (stereo unspecified)	-18[fluorescence artefact?]	1.1	121	2[fluorescence artefact?]	3	0	-26	1.2	-2
O=S(=O)(CC(CN1CCCC1)N1CCCC1)c1ccc2ccccc2c1 (stereo unspecified)	13	0.5	88[fluorescence artefact?]	22	-1	.	.	.	.
NNC(=O)CNC(c1ccccc1)c1cc(Br)ccc1NC(=O)CCN1CCOCC1 (stereo unspecified)	.	.	.	.	6	6	18	1.2	-1
COc1ccc(OC)c(S(=O)(=O)N2CCC(C(=O)N3CCN(Cc4ccccc4)CC3)CC2)c1	11	1	104	7	-1	4	1	1.5	1
CCN1C=CC2=C(C#N)C(N)C(C#N)(C#N)C(c3ccccc3C(F)(F)F)C2C1 (stereo unspecified)	-9[fluorescence artefact?]	1.2	94[fluorescence artefact?]	-9	1	.	.	.	.
CCC(=O)NC(O)C(=O)c1ccc(C)cc1 (stereo unspecified)	-19	1.2	108	-5[fluorescence artefact?]	0	3	-7	1	0
CC1=NN(C(=O)c2ccc(Cn3nc(C)c([N+](=O)[O-])c3C)cc2)C(O)(C(F)(F)F)C1 (stereo unspecified)	.	.	.	.	2	6	8	1.9	-1
COCCn1nnnc1C(c1cccs1)N1CCN(c2nc3ccccc3s2)CC1 (stereo unspecified)	-7[fluorescence artefact?]	1	108[fluorescence artefact?]	3[fluorescence artefact?]	0	-14	4	1.6	-4
O=C(c1ccccc1)c1cccn1CC(=O)N1CCN(c2ccccc2)CC1	-6	1	117	-5	-5	7	0	1.2	12
CCn1nnnc1SCC(=O)c1ccc2c(c1)OCCO2	-14	1.4	102	-5	-1	9	.	1	.
Cc1nnc(C)n1/N=C/c1cccc(Oc2ccccc2)c1	-6	1.2	117	-11	1	-3	.	.	.
O=C(CSc1nnc(Cc2cccs2)n1-c1ccc(Cl)cc1)NCc1ccc2c(c1)OCO2	6	1	87	-3	3	-16	-21	1.3	3
O=C(NC1CCCC1)C(c1ccc(N2CCOCC2)cc1)N(Cc1ccco1)C(=O)c1ccco1 (stereo unspecified)	9[fluorescence artefact?]	1	126	8[fluorescence artefact?]	0	-8	-1	1.3	2
COc1ccc(OC)c(S(=O)(=O)N2c3ccccc3CC2C)c1 (stereo unspecified)	-1	1.1	92[fluorescence artefact?]	-1	0	1	1	1	-3
